Tau fluor cs: counter-screen for tau fibril formation inhibitors. Potency, µM (series often up to 57.7 µM), for the others: at the top dose activity change, negative = decrease. AID 1463. tau K18 P301L Alexa594 fluorescence, heparin fibrillization. 0.93% of 280,000 active; further: on the % scale 0 is the no-effect control and ±100 the full control effect; nearly all actives have a fitted effect of over 55% in size
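Human K18 P301L tau (15 uM unlabeled plus 0.24 uM Alexa 594-labeled, final) in 100 mM sodium acetate pH 7 was mixed with compound and 20 uM heparin and incubated 6 hr at 37 C.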
SMN2 splice enh: increases expression of the SMN2 splice variant; HEK293 SMN2-luciferase splicing reporter, luminescence, 30-36 h; Potency, µM (top dose mostly 46.1 µM), inactives show top-dose activity change, positive = activation, actives largely listed as activators; 2.8% of 210,000 active; further: % of control where 0% means no effect; nearly all actives have a fitted effect of over 55% in size
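HEK293 cells carry an SMN2 […]–luciferase reporter in which exon 7 inclusion puts luciferase in frame. Cells were plated 10-12 h before compound addition, then incubated 30-36 h at 37C. ONE-Glo luminescence was read; sodium butyrate at 4.5 mM final served as control.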
Tau FP inhib: tau fibrillization inhibition (FP); K18 P301L tau heparin fibrillization, Alexa594 FP, 6 h; Potency, µM (doses to about 57.7 µM), for inactives: top-dose activity, negative = inhibition, hits mostly inhibitors; 0.39% of 280,000 active; AID 1468; further: on the % scale 0 is the no-effect control and ±100 the full control effect; nearly all actives have a fitted effect of over 55% in size
Target sequence (P10636 561-689 P618L limits assumed): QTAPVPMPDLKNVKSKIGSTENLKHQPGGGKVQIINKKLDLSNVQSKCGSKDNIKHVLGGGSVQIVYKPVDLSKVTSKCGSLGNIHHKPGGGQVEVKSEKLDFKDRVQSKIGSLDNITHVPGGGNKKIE
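Human K18 P301L fragment (15 uM unlabeled plus 0.24 uM Alexa 594-labeled) in 100 mM sodium acetate pH 7 with compound, aggregation induced by 20 uM heparin for 6 hr at 37 C. ThT (30 uM) added for 1 hr, then Alexa 594 FP read.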
HttQ103 aggreg: inhibitors of mutant huntingtin aggregate formation in PC12 cells. PC12 HttQ103-GFP aggregates, Acumen cytometry, 40 h. Potency, µM (titrated, usually from 46.1 µM), without a hit: at the top dose activity change, negative = inhibition, actives largely listed as inhibitors. 1.1% of 220,000 active. AID 1688; further: on the % scale 0 is the no-effect control and ±100 the full control effect; nearly all actives have a fitted effect of over 60% in size
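Compounds (qHTS titration) were added to PC12 cells expressing an ecdysone-driven HTT exon 1 Q103–GFP fusion after induction with 100 nM tebufenozide. Aggregate formation was measured as GFP objects in cell lysates.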
Tau ThT inhib: inhibitors of human tau fibril formation, thioflavin T binding; P10636; recombinant tau K18 P301L, heparin-induced fibrillization, ThT fluorescence; Potency, µM (series often up to 57.4 µM), for the others: top-dose activity, negative = inhibition, most hits filed as inhibitors; 2.1% of 270,000 active; further: on the % scale 0 is the no-effect control and ±100 the full control effect; nearly all actives have a fitted effect of over 55% in size
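Using a mix of unlabeled (15 uM) and Alexa 594-labeled (0.24 uM) tau K18 P301L, heparin-triggered fibrillization over 6 hr at 37 C was scored by ThT fluorescence.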
ALDH1A1 block: blocks purified human ALDH1A1 activity; Potency, µM (top dose mostly 75.3 µM), for the others: at the top dose activity, negative = inhibition, usual class: inhibitors; 7.3% of 220,000 active; Purified ALDH1A1, NADH fluorescence, propionaldehyde substrate; active means well fitted inhibition curve with a large enough effect, not every such curve was filed as active; inconclusive means small, poorly fitted or top-dose-only effect, or another doubt; inactive means no such curve, though single readings can be large or run the other way;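 further: plate controls were no enzyme wells and a reference inhibitor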
Target sequence (P00352 whole entry, looked up): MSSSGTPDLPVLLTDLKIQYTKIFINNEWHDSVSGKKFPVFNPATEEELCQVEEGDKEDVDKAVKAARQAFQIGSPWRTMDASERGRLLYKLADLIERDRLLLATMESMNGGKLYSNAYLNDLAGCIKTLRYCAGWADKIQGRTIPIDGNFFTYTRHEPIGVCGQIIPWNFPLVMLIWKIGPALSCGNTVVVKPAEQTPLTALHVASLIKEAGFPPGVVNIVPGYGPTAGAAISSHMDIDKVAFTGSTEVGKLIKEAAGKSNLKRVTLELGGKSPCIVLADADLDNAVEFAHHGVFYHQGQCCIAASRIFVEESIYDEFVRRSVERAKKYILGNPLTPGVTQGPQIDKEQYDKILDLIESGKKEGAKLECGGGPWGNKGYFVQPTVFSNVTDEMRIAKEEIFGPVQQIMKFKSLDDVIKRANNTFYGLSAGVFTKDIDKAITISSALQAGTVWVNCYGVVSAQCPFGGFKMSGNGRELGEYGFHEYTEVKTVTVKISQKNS
KDM4E inh: inhibitors of human JMJD2E histone demethylase | AID 2147 | 1.6% of 230,000 active | JMJD2E catalytic domain, FDH-coupled NADH fluorescence (FDH is formaldehyde dehydrogenase) | B2RXH2 | Potency, µM (doses to about 57.1 µM), for inactives: at the highest dose activity change, negative = inhibition, actives largely listed as inhibitors; active means well fitted inhibition curve with a large enough effect, not every such curve was filed as active; inconclusive means small, poorly fitted or top-dose-only effect, or another doubt; inactive means no such curve, though single readings can be large or run the other way;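 further: 0% = wells with enzyme and -100% = buffer wells without enzyme; nearly all actives have a fitted effect of over 50% in size; many of its hits are not listed in these tables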
Target sequence (B2RXH2 1-337 limits assumed): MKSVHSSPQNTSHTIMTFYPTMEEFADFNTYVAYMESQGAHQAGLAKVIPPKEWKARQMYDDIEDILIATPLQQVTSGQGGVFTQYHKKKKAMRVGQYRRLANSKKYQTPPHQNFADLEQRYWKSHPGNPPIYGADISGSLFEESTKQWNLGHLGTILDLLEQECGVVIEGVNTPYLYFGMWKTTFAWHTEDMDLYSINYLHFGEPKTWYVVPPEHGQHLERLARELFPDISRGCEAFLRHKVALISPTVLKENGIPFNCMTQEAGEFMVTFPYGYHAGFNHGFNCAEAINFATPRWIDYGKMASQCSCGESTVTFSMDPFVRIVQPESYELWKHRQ
HTT cytoprotect: cytoprotection in Huntington HTT-Q103 PC12 cell model; PC12 HTT-Q103 induced, cytoprotection, ATP luminescence, 40 h; AID 1471; 0.14% of 230,000 active; Potency, µM (doses to about 56.4 µM), for the others: cytoprotection (ATP increase), hits mostly activators;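 further: % of control where 0% means no effect; nearly all actives have a fitted effect of over 45% in size; toxic huntingtin expression switched on by the ecdysone agonist tebufenozide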
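Huntington model: PC12 line, ecdysone-inducible HTTQ103 exon1–GFP, tebufenozide 100 nM. Test articles in a dose series. Endpoint luminescence from cellular ATP.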
* = called active by the depositor; ? = inconclusive; . = no result given; & = joins results of further samples; [ ] = another dose, or the depositor's remark. Unless noted, the call rests on the fitted dose curve; in most records, active means well fitted curve in the direction sought with a large enough effect; inconclusive means small, poorly fitted or top-dose-only effect, or another doubt; inactive means no such curve, though single readings can be large; an effect the other way counts as inactive or inconclusive. Potency means the concentration at half of the fitted maximal effect.

compound	ALDH1A1 block	Tau ThT inhib	Tau fluor cs	SMN2 splice enh	HttQ103 aggreg	Tau FP inhib	HTT cytoprotect	KDM4E inh
CCc1c(O)nc(SCC(=O)N2CCOCC2)n(-c2ccccc2)c1=O	?	-14%	-4%	?	-8%	-4%	-14%	1%
O=C(Cn1cnc2c(nnn2Cc2ccccc2)c1=O)c1ccc(Cl)cc1	5%	-2%	7%	8%	-28%	14%	-15%	7%
CCC(C(=O)OCC(=O)Nc1cc(Cl)ccc1Cl)c1ccccc1 (stereo unspecified)	-5%	-9%	-15%	-2%	?	1%	-25%[10 µM]	4%
CN(Cc1ccccc1)C(=O)COC(=O)c1ccc(S(=O)(=O)N(C)C)cc1	1%	3%	0%	20%	-9%	2%	11%	-10%
CCCCc1nccn1CCn1ccnc1CCCC	4%	3%	11%	-3%	-11%	16%	-2%[1.9 µM]	-10%
CC1CC(C)(C)N2C(=O)C3(Nc4ccccc4S3)c3cccc1c32 (stereo unspecified)	?	?	?	2%	-12%[9.22 µM]	-5%	-1%	-6%
COc1ccc(NC(=O)CSc2nc3sc(C)c(C)c3c(=O)n2Cc2ccco2)cc1	-1%	0%	0%	-11%	-9%	9%	6%	-1%
Cc1nc2ccccn2c1-c1csc(Nc2cccc(O)c2)n1	5%	1%	9%	.	22%[9.22 µM]	-11%[2.34 µM]	?	4%
O=S(=O)(c1ccc(-c2csc(=Nc3ccc(F)cc3)n2CCCCCCO)cc1)N1CCCC1	.	-23%	?	-91%[inhibitor]	.	1%	.	.
CCOc1cc(C#N)c(-n2nnc3c(sc4nc(C)cc(C)c43)c2=O)cc1OCC	.	-3%	-11%	7%	.	-5%	.	.
O=C(CSc1ncccc1C(=O)O)NC12CC3CC(CC(C3)C1)C2	-3%	-2%	0%	3%	10%	1%	-32%[inhibitor]	-6%
CC1CCN(S(=O)(=O)c2ccc(NC(=O)Cc3cccs3)cc2)CC1	-6%	-16%	?	2%	-18%	-7%	-11%	-6%
COc1ccc(COCC(O)CN2CCC(C(N)=O)CC2)cc1OC (stereo unspecified)	17%	7%	8%	0%	-6%	4%	-46%[inhibitor]	1%
C[C@H](O)C(=O)C1=Nc2c(nc(N)[nH]c2=O)NC1	-7%	-15%	-17%	11%	.	?	-13%[1.9 µM]	?
Cc1cc2oc(=O)c3c(c2cc1OC(=O)c1ccco1)CCCC3	1%	-8%	-3%	-60%[inhibitor]	-17%	-3%	-4%	2%

Remaining list, next part
compound	ALDH1A1 block	Tau ThT inhib	Tau fluor cs	SMN2 splice enh	HttQ103 aggreg	Tau FP inhib	HTT cytoprotect	KDM4E inh
O=C(Nc1nccs1)c1ccc(N2C(=O)C3CCCCC3C2=O)cc1 (stereo unspecified)	?	9%	2%	23%	-16%[9.22 µM]	5%	-2%[10 µM]	6%
COc1ccc(S(=O)(=O)N2Cc3ccccc3CC2C(=O)N2CCOCC2)cc1OC (stereo unspecified)	-5%	-1%	4%	30%	-8%	11%	-10%	3%
COc1ccc(NC(=O)C2CC(=O)N(C(C)C)C2)cc1 (stereo unspecified)	-2%	0%	1%	?	-19%	5%	-4%	5%
CCOc1ccc2cc(S(=O)(=O)N3CCOCC3)ccc2c1	?	-15%	-7%	-46%[inhibitor]	3%	-4%	12%[10 µM]	?
Cc1cc(NC(=O)/C=C/c2ccco2)ccc1NC(=O)c1ccccc1	8%	1%	-1%	.	25%[9.22 µM]	4%	1%[10 µM]	-4%
Cc1cc2oc(=O)cc(CN3CCN(S(=O)(=O)/C=C/c4ccccc4)CC3)c2cc1C	-12%	-2%	-15%	1%[1.84 µM]	10%	3%	2%[10 µM]	-11%
CC1CCN(c2ccc(C(=O)Nc3nnc(C4CC4)s3)cc2[N+](=O)[O-])CC1	?	?	-21%	0%	?	7%	32%[10 µM]	0%
Cc1ccc(-c2csc(-c3cc(C)on3)n2)cc1	3%	-3%	-8%	.	-7%[9.22 µM]	-15%	-3%[10 µM]	-4%
CCn1c(CNC(=O)c2ccc(OC)c(OC)c2)nnc1SCC(=O)Nc1ccc(OC)cc1	0%	-4%	0%	-13%	-17%	-2%	.	1%
C/C=C\C(=O)Nc1cccc(C2=NOC3(C2)C[C@H](C(N)=O)N(C(=O)Cc2ccc([N+](=O)[O-])cc2)C3)c1 (stereo partly specified)	.	9%	21%	.	1%[9.22 µM]	1%	-10%[10 µM]	0%
COc1ccc(N2CCN(C(=O)c3ccc(SC)cc3OC)CC2)cc1	-10%	11%	5%	-22%	3%[9.22 µM]	5%	-31%	-11%
Cc1cnc(NC(=O)c2cncc(Br)c2)s1	-7%	-5%	-3%	.	-29%	11%	-102%[inhibitor]	2%
CCOc1ccc(N2C(=O)CC(N(Cc3ccco3)C(=O)CCC(=O)O)C2=O)cc1 (stereo unspecified)	7%	0%	11%[2.34 µM]	.	-14%[9.22 µM]	7%[2.34 µM]	0%[10 µM]	13%
CC(C(=O)Nc1ccccc1)c1ccc(-c2ccccc2)c(F)c1 (stereo unspecified)	-9%	0%	?	-68%[inhibitor]	-9%[9.22 µM]	?	10%	-10%
CC(=O)N/C(=C\c1cccc([N+](=O)[O-])c1)C(=O)NC1CCCCC1	0%	12%	-10%	10%	-1%	-1%	.	-2%

Following part
compound	ALDH1A1 block	Tau ThT inhib	Tau fluor cs	SMN2 splice enh	HttQ103 aggreg	Tau FP inhib	HTT cytoprotect	KDM4E inh
COCc1[nH]nc2c1C(c1sccc1C)C(C#N)=C(N)O2 (stereo unspecified)	?	?	-8%	-13%	4%	-4%	-4%	?
CCOC(=O)COc1cccc2c(=O)n(CC(=O)NCc3ccccc3)ccc12	.	.	-37%	.	1%[9.22 µM]	-2%	26%[10 µM]	?
CC(C)(C)n1ncc2c(=O)n(CC(=O)N3CCc4ccccc43)cnc21	-14%	-11%	-9%	-8%	2%	-12%	-24%	1%
Cc1ccccc1N1CC(C(=O)Nc2ccc(Br)cc2)CC1=O (stereo unspecified)	.	-17%	?	-6%	.	-11%	.	.
COc1ccc(/C=C(\C#N)C(=O)Nc2cc(C)c(Cl)cc2OC)cc1O	.	-7%	-20%	.	-6%[9.22 µM]	-18%	-9%[10 µM]	1%
O=C(CCNS(=O)(=O)c1cccc2nonc12)NCCc1ccc(Cl)cc1	20µM*	-2%	-7%	0%	-3%	0%	-5%	-10%
COc1ccc(/C=N/NC(=O)c2ccc(F)cc2)cc1CN1CCc2cc(OC)c(OC)cc2C1C (stereo unspecified)	-4%	?	?	3%	18%	4%	-37%[inhibitor]	?
CCC(=O)c1ccc(O)cc1	7%	-14%	-12%	-17%	-15%&43%	-2%	38%	6%
CCCCn1ccnc1C	20%	-2%	-7%	.	-1%[9.22 µM]	-6%	20%[10 µM]	4%
CCOc1ccc(NS(=O)(=O)c2cc(C)c(C)cc2C)cc1	7.9µM*	-10%	-26%	.	-15%[9.22 µM]	4%	-11%[10 µM]	1%
CCCCC1(C)OC(=O)C(=Cc2ccc(SC)cc2)C(=O)O1 (stereo unspecified)	?	-11%	-5%	.	6%	0%	-28%	-11%
Cc1occc1C(=O)NCc1ccc2c(c1)OCO2	4%	-2%	4%	14%	-10%	12%	-6%	2%
C/C(=N\NC(=S)NC1CCCCC1)c1cccc(Br)c1	?	-14%	-14%	.	-9%	-3%	9%[10 µM]	2%
CC1(C)Cc2sc3c(=O)[nH]c(=S)[nH]c3c2CO1	.	.	4%	.	1%[9.22 µM]	-1%	15%[10 µM]	2%
O=C(Cc1cccs1)N1CCN(C(=O)C2CCCO2)CC1 (stereo unspecified)	?	-1%	5%	?	4%	3%	-1%[10 µM]	-6%

Further entries follow:
compound	ALDH1A1 block	Tau ThT inhib	Tau fluor cs	SMN2 splice enh	HttQ103 aggreg	Tau FP inhib	HTT cytoprotect	KDM4E inh
CCN(CC)CCCNC(=O)C1c2ccccc2C(=O)N(CCOC)C1c1ccc(F)cc1 (stereo unspecified)	8%	1%	1%	-18%	3%	-3%	28%	7%
CCOC(=O)C1=C(N)N(c2ccccc2Oc2ccccc2)C(=O)C1	-2%	0%	0%	-7%	13%	0%	-13%[10 µM]	-4%
Cc1ccccc1Cn1nc(C)c(NC(=O)c2noc3c2CC(C(C)(C)C)CC3)c1C (stereo unspecified)	-4%	?	-14%	-24%	?	-10%	-57%[inhibitor]	-5%
NNC(=O)/C(=C\c1cccs1)NC(=O)c1ccccc1	6%	-6%	0%	-5%	-11%	3%	15%[10 µM]	25%
CCC1=Nc2cc(C(=O)NCc3ccco3)ccc2Sc2ccccc21	?	5%	1%	-8%	10%	2%	-46%[inhibitor][10 µM]	-2%

Shown with values under each structure: part of the list above.
Every second line gives: ALDH1A1 block	Tau ThT inhib	Tau fluor cs	SMN2 splice enh	HttQ103 aggreg	Tau FP inhib	HTT cytoprotect	KDM4E inh
Cc1occc1C(=O)NCc1ccc2c(c1)OCO2
→ 4%	-2%	4%	14%	-10%	12%	-6%	2%
C/C(=N\NC(=S)NC1CCCCC1)c1cccc(Br)c1
→ ?	-14%	-14%	.	-9%	-3%	9%[10 µM]	2%
CC1(C)Cc2sc3c(=O)[nH]c(=S)[nH]c3c2CO1
→ .	.	4%	.	1%[9.22 µM]	-1%	15%[10 µM]	2%
O=C(Cc1cccs1)N1CCN(C(=O)C2CCCO2)CC1 (stereo unspecified)
→ ?	-1%	5%	?	4%	3%	-1%[10 µM]	-6%
CCN(CC)CCCNC(=O)C1c2ccccc2C(=O)N(CCOC)C1c1ccc(F)cc1 (stereo unspecified)
→ 8%	1%	1%	-18%	3%	-3%	28%	7%
CCOC(=O)C1=C(N)N(c2ccccc2Oc2ccccc2)C(=O)C1
→ -2%	0%	0%	-7%	13%	0%	-13%[10 µM]	-4%
Cc1ccccc1Cn1nc(C)c(NC(=O)c2noc3c2CC(C(C)(C)C)CC3)c1C (stereo unspecified)
→ -4%	?	-14%	-24%	?	-10%	-57%[inhibitor]	-5%
NNC(=O)/C(=C\c1cccs1)NC(=O)c1ccccc1
→ 6%	-6%	0%	-5%	-11%	3%	15%[10 µM]	25%
CCC1=Nc2cc(C(=O)NCc3ccco3)ccc2Sc2ccccc21
→ ?	5%	1%	-8%	10%	2%	-46%[inhibitor][10 µM]	-2%

Screens from PubChem.

A portion of the library. The share of hits here may be higher or lower than overall.
